# BLM helicase inh: inhibitors of human Bloom syndrome helicase BLM. P54132. recombinant BLM DNA unwinding, fluorescence dequenching. Potency, µM (doses to about 56.1 µM), inactives show top-dose activity change, negative = inhibition, hits mostly inhibitors. actives 0.2% (n = 350,000);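 further: plate controls were vehicle for no effect and no enzyme for full effect; nearly all actives have a fitted effect of over 35% in size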
# JMJD2A Tudor inh: JMJD2A Tudor domain (human) inhibition; Potency, µM (top dose mostly 114 µM), inactives show at the top dose activity change, negative = inhibition, actives largely listed as inhibitors; O75164; actives 4.4% (n = 390,000); AlphaScreen JMJD2A-Tudor / H3K4me3 peptide binding; further: on the % scale 0 is the no-effect control and ±100 the full control effect; nearly all actives have a fitted effect of over 50% in size
# G9a inh: inhibitors of human histone lysine methyltransferase G9a | Q96KQ7 | G9a H3K9 monomethylation, AlphaScreen, 2 h | Potency, µM (doses to about 102 µM), without a hit: top-dose activity, negative = inhibition, actives largely listed as inhibitors | actives 8.8% (n = 350,000) | AID 504332; further: on the % scale 0 is the no-effect control and ±100 the full control effect; nearly all actives have a fitted effect of over 75% in size
#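 Using a bead-based AlphaScreen, monomethylated H3K9 product from 2 h room-temperature reactions (G9a 20 nM, peptide 500 nM, SAM 20 uM) was detected with 0.5 ug/mL rabbit anti-H3K9me1 antibody.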
# Pol beta inh: blocks human DNA polymerase beta activity; actives 1.3% (n = 340,000); Potency, µM (highest dose often 114 µM), for the others: at the top dose activity change, negative = inhibition, most hits filed as inhibitors; P06746; Pol beta primer extension/strand displacement, fluorescence kinetic; AID 485314; further: on the % scale 0 is the no-effect control and ±100 the full control effect
#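 Values derive from four-parameter Hill fits of normalized kinetic data: reads at 0 and 10 min following addition of 50 nM substrate to 10 nM Pol beta preincubated 15 min with compound.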
# POLH inh: DNA polymerase eta (human) inhibition; Q9Y253; actives 1.2% (n = 390,000); Potency, µM (highest dose often 114 µM), inactives show at the highest dose activity change, negative = inhibition, usual class: inhibitors; recombinant Pol eta, fluorescent DNA replication assay; AID 588591; further: on the % scale 0 is the no-effect control and ±100 the full control effect
#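 Pol eta (10 nM) was preincubated with compounds for 15 min at room temperature, after which fluorescent replication substrate (50 nM final) was added to start the reaction. Fluorescence was read kinetically at 0 and 10 min.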
# Pol iota inh: blocks human DNA polymerase iota activity; Q9UNA4; Pol iota fluorescent replication assay, 10 min; Potency, µM (series often up to 115 µM), without a hit: top-dose activity, negative = inhibition, actives largely listed as inhibitors; actives 1% (n = 390,000); AID 588590
#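 Pol iota at 10 nM preincubated 15 min with compounds at room temperature; reaction started with fluorescent substrate, 50 nM final. Fluorescence read kinetically at 0 and 10 min; buffer-only wells as negative control.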
# BAZ2B block: BAZ2B (human) inhibition | Q9UIF8 | AlphaScreen BAZ2B-H3K14Ac peptide displacement | Potency, µM (series often up to 114 µM), inactives show at the top dose activity change, negative = inhibition, most hits filed as inhibitors | actives 4.4% (n = 360,000) | AID 504333; further: on the % scale 0 is the no-effect control and ±100 the full control effect; nearly all actives have a fitted effect of over 60% in size
#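 AlphaScreen displacement of biotin-H3(5-23)K14Ac peptide (50 nM final) from BAZ2B (50 nM final) in PBS pH 7.4, 0.01% Tween-20; complex preformed 30 min RT, then compounds (top 110 uM) 30 min RT, beads 20 min dark.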
# APE1 inh: inhibitors of human APE1 endonuclease; actives 0.35% (n = 350,000); AID 2517; recombinant APE1, TAMRA/BHQ-2 abasic DNA cleavage fluorescence; P27695; Potency, µM (doses to about 65.8 µM), inactives show at the highest dose activity change, negative = inhibition, hits mostly inhibitors;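 further: plate controls were vehicle for no effect and reference inhibitor for full effect; nearly all actives have a fitted effect of over 55% in size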
#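 APE1 at 0.75 nM preincubated 15 min at room temperature with compound. Reaction then started with 50 nM double-stranded THF-abasic substrate labelled with TAMRA/BHQ-2, and 525/598 nm fluorescence read kinetically. Activity taken as third-minus-first read difference, normalized to DMSO and NSC13755 controls.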
# Pol kappa inh: inhibitors of human DNA polymerase kappa; actives 0.53% (n = 400,000); AID 588579; purified Pol kappa, fluorescent DNA synthesis assay, 10 min; Potency, µM (titrated, usually from 107 µM), for the others: top-dose activity, negative = inhibition, usual class: inhibitors; further: on the % scale 0 is the no-effect control and ±100 the full control effect
# Target sequence (Q9UBT6 whole entry, looked up): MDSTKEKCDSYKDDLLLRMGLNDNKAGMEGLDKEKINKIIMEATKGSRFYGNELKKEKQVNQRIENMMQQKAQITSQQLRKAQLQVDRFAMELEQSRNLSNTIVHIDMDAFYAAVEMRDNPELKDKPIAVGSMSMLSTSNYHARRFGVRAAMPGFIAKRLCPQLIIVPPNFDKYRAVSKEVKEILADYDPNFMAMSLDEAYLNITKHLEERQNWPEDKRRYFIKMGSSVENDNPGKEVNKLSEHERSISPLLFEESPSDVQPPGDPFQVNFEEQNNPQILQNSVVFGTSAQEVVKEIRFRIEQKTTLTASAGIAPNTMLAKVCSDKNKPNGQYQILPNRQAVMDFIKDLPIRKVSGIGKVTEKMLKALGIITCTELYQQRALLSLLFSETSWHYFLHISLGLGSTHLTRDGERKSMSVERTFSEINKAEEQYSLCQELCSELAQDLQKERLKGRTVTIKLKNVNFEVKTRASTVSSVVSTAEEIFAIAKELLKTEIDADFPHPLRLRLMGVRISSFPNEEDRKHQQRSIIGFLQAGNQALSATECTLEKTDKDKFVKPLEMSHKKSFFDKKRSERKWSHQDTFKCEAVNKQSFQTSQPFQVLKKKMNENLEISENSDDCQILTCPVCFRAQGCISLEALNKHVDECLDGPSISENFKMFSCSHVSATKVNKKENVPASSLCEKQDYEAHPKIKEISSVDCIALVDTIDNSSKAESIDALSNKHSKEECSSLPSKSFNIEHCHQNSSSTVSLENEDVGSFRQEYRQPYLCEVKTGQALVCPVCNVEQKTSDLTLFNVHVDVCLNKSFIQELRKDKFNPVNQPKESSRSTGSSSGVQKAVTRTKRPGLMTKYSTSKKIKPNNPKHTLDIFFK
#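 Kinetic fluorescence readout at 0 and 10 min followed reaction start with substrate at 50 nM final. Beforehand, enzyme (10 nM Pol kappa) stood 15 min with compound at room temperature; buffer-only wells were negative controls.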
# Active calls of the source: *; u = inconclusive; x = not tested or not shown; & = joins results of further samples; [ ] = remark or other dose. The call rests on the fitted dose curve; in most records, active means well fitted curve in the direction sought with a large enough effect; inconclusive means small, poorly fitted or top-dose-only effect, or another doubt; inactive means no such curve, though single readings can be large; an effect the other way counts as inactive or inconclusive. Potency means the concentration at half of the fitted maximal effect. An excerpt; rates above refer to the full screens.
# Short keys – A = BLM helicase inh; B = JMJD2A Tudor inh; C = G9a inh; D = Pol beta inh; E = POLH inh; F = Pol iota inh; G = BAZ2B block; H = APE1 inh; I = Pol kappa inh
Cc1nnc(NC(=O)c2cccc(S(=O)(=O)N3CCN(C)CC3)c2)s1
  A: x; B: -6%; C: 24%[2.33 µM]; D: x; E: -8%; F: 3%; G: 4%; H: 2%; I: -2%

Cc1nnc(Sc2nc3c(c(=O)[nH]c(=O)n3C)n2CCCc2ccccc2)s1
  A: -1%; B: x; C: 14%; D: 11%; E: x; F: x; G: -5%; H: -4%; I: x

CCO/C=C1/C(=O)N(C(C)=O)c2ccccc21
  A: 0%; B: -13%; C: 10µM*; D: -23%; E: -8%; F: 1%; G: -15%; H: 4%; I: -8%

Cc1cccc(-c2nc3c4ccccc4nc(N4CCN(c5cccc(Cl)c5)CC4)n3n2)c1
  A: -5%; B: 6%; C: 10%[59 µM]; D: -2%; E: 17%; F: 11%; G: 4%; H: x; I: 1%

CCc1nnc(SCC(=O)Nc2nc(C)c(C(=O)N(C)C)s2)n1CC
  A: 1%; B: -10%; C: x; D: 44%; E: 4%; F: 15%; G: 2%; H: -11%; I: -12%

CCOC(=O)c1sc(=S)n(-c2ccccc2)c1N
  A: 3%; B: -34%; C: u; D: 7%; E: -10%; F: 2%; G: 1%; H: 11%; I: -7%

Cc1nc2sc(C(N)=O)c(N)c2c2c1CCCC2
  A: -5%; B: -2%; C: u; D: 1%; E: -3%; F: 35%[activator]; G: -17%; H: -3%; I: 0%

COCCSc1ccccc1C(=O)N1CCOCC1
  A: -16%; B: -10%; C: u; D: -2%; E: -3%; F: 17%; G: -7%; H: 4%; I: -3%

COc1ccc(-c2nnc(SCC(=O)c3ccc[nH]3)n2-c2ccccc2)cc1
  A: -3%; B: -26%; C: -8%[59 µM]; D: 3%; E: -17%; F: -6%; G: -7%; H: -4%; I: 0%

Cc1sc2ncnc(SCC(=O)Nc3nc(-c4ccc(F)c(F)c4)cs3)c2c1C
  A: -1%; B: -7%[11.4 µM]; C: x; D: 10%; E: -5%; F: 65%[activator]; G: -7%; H: 23%; I: -14%

Cc1ccc(CNC(=O)C2CC(=O)N(C3CCCCCCC3)C2)cc1 (stereo unspecified)
  A: -1%; B: -9%; C: x; D: 26%; E: -10%; F: -11%; G: 8%; H: 1%; I: -17%

COCCn1c(C)cc(C(=O)CSc2ncnc3sc4c(c23)CCC4)c1C
  A: 1%; B: -21%; C: -37%[12.7 µM]; D: 0%; E: -7%; F: u; G: -6%; H: 1%; I: -20%

COc1ccc(C(CNC(=O)CCNS(=O)(=O)c2ccc(Br)cc2)N2CCOCC2)cc1 (stereo unspecified)
  A: x; B: -1%; C: x; D: x; E: -13%; F: 8%; G: x; H: x; I: 0%

Cc1ccc(-n2nnnc2CNC(=O)C(C)(C)C)cc1C
  A: -2%; B: 0%; C: 6%[59 µM]; D: -22%; E: -16%; F: 26%; G: 4%; H: x; I: 0%[60.1 µM]

Nc1nnnn1/N=C/C=C/c1ccccc1
  A: -4%; B: -5%; C: 18%; D: 15%; E: -1%; F: 10%; G: -5%; H: -3%; I: 0%

CC1CN(C(=O)N2CCC(C(=O)NCCC3=CCCCC3)CC2)c2cc(Cl)ccc2O1 (stereo unspecified)
  A: -2%; B: -26%; C: -36%[59 µM]; D: -11%; E: -18%; F: 34%[activator]; G: u; H: x; I: -7%

CC(C)NC(=O)c1onc(CSc2ccc(F)c(F)c2)c1C(=O)O
  A: 1%; B: 79µM*; C: 51%[0.501 µM]; D: 13%; E: 3%; F: -6%; G: u; H: -2%; I: 14%

COc1ccccc1NC(=S)NC(NC(=O)CC(C)C)C(Cl)(Cl)Cl (stereo unspecified)
  A: -8%; B: 19%; C: x; D: -12%; E: 8%; F: 20%; G: -8%; H: 4%; I: 6%

COP(=O)(OC)C(NC(=O)Nc1ccccc1)c1ccccc1 (stereo unspecified)
  A: -1%; B: 4%[11.4 µM]; C: -3%; D: 1%; E: 5%; F: 35%[activator]; G: -1%; H: 2%; I: 0%

COc1ccc(S(=O)(=O)N2CCCCC2)cc1NC(=O)c1ccc(=O)[nH]c1
  A: -1%; B: 2%[57.1 µM]; C: 3%; D: 34%[activator]; E: -12%; F: -5%; G: -7%; H: 15%; I: 5%

Cc1nn(-c2ccccc2)c(C)c1/C=N/NC(=O)CSc1nnc(SCc2ccccc2Cl)s1
  A: -2%; B: 2%[57.1 µM]; C: 4%[59 µM]; D: 8%; E: -20%; F: 2%; G: -4%; H: 8%; I: -10%

Cc1cc(C)n2nc(C(=O)N3CCOCC3)nc2n1
  A: -2%; B: -5%[57.1 µM]; C: -30%[59 µM]; D: 75%; E: -13%; F: 6%; G: -8%; H: -6%; I: -9%

CCCCC[C@H](O)/C=C/[C@@H]1[C@@H](C/C=C\CCCC(=O)O)[C@H]2CO[C@@H]1C2
  A: 0%&-5%; B: -9%; C: 29%&9%[59 µM]; D: 5%; E: -10%; F: -3%; G: u; H: 1%&0%&4%; I: 4%[19.4 µM]

CC1(C)NC(=O)N(CC(O)COc2ccccc2[N+](=O)[O-])C1=O (stereo unspecified)
  A: -6%; B: -1%; C: -6%[59 µM]; D: 3%; E: -11%; F: 49%[activator]; G: -13%; H: 4%; I: -4%

CSCCC(NC(=O)c1ccco1)C(=O)OCC(=O)Nc1sccc1C#N (stereo unspecified)
  A: -5%; B: x; C: u; D: -1%; E: x; F: x; G: -1%; H: -3%; I: x

# Exported with values under each structure: 2 of the compounds above
# Screens in order: BLM helicase inh	JMJD2A Tudor inh	G9a inh	Pol beta inh	POLH inh	Pol iota inh	BAZ2B block	APE1 inh	Pol kappa inh
> COc1ccc(S(=O)(=O)N2CCCCC2)cc1NC(=O)c1ccc(=O)[nH]c1
→ -1%	2%[57.1 µM]	3%	34%[activator]	-12%	-5%	-7%	15%	5%
> COP(=O)(OC)C(NC(=O)Nc1ccccc1)c1ccccc1 (stereo unspecified)
→ -1%	4%[11.4 µM]	-3%	1%	5%	35%[activator]	-1%	2%	0%

# The main list resumes with the 2 entries that preceded the break.
# Short keys – A = BLM helicase inh; B = JMJD2A Tudor inh; C = G9a inh; D = Pol beta inh; E = POLH inh; F = Pol iota inh; G = BAZ2B block; H = APE1 inh; I = Pol kappa inh
CC1(C)NC(=O)N(CC(O)COc2ccccc2[N+](=O)[O-])C1=O (stereo unspecified)
  A: -6%; B: -1%; C: -6%[59 µM]; D: 3%; E: -11%; F: 49%[activator]; G: -13%; H: 4%; I: -4%

CSCCC(NC(=O)c1ccco1)C(=O)OCC(=O)Nc1sccc1C#N (stereo unspecified)
  A: -5%; B: x; C: u; D: -1%; E: x; F: x; G: -1%; H: -3%; I: x

CC(Sc1nnc(NC2CC2)s1)C(=O)Nc1ccc(S(N)(=O)=O)cc1 (stereo unspecified)
  A: x; B: -1%; C: x; D: x; E: -16%; F: -4%; G: x; H: 10%; I: -10%

COC(=O)CN(c1ccc(F)cc1)S(=O)(=O)c1ccc2c(c1)OCCO2
  A: 1%; B: -1%; C: 4%[59 µM]; D: u; E: -13%; F: -11%; G: 2%; H: 0%; I: -3%

Cc1ccc2onc(CNC(=O)N(C)Cc3ccccc3)c2c1
  A: 1%; B: 0%; C: 0%[59 µM]; D: 1%; E: -6%; F: 17%; G: -18%; H: x; I: -4%

CSc1ccc(CCNC(=O)CN2C(=O)CCSc3ccccc32)cc1
  A: -2%; B: -22%; C: 12%; D: 9%; E: 1%; F: 10%; G: -17%; H: 21%; I: 2%

c1ccc(CCNc2nc(-c3ccncc3)nc3ccccc23)cc1
  A: -1%; B: 2%; C: -29%; D: 4%; E: -20%; F: 10%; G: -3%; H: 3%; I: -8%

C=C1C[C@H](O[C@@H]2O[C@H](CO)[C@@H](O)[C@H](O)[C@H]2O)[C@@H]2[C@H](OC(=O)[C@H]2C)[C@H]2[C@H](C)[C@H](O)C[C@@H]12
  A: x; B: -2%; C: x; D: x; E: -15%; F: 0%; G: x; H: 1%; I: 13%

CCOC(=O)C1=C(C)OC(N)=C(C#N)C1c1ccoc1 (stereo unspecified)
  A: -4%; B: -28%; C: u; D: -3%; E: 1%; F: 8%; G: -2%; H: -3%; I: -16%

O=C(Nc1ccc2nc(N3CCOCC3)sc2c1)c1ccccc1
  A: x; B: -16%; C: 11%[2.33 µM]; D: x; E: -21%; F: 61%[activator]; G: -9%; H: -1%; I: -5%

CCCc1nc2ccccc2c(C(=O)OCC(=O)Nc2c(C)n(C)n(-c3ccccc3)c2=O)c1CC
  A: 1%; B: -7%; C: 9%[59 µM]; D: -9%; E: -23%; F: 12%; G: -22%; H: 2%; I: -3%

COc1ccccc1Oc1cc(C#N)c(C#N)cc1-n1nnc2ccccc21
  A: -6%; B: -2%; C: 18%[59 µM]; D: 27%; E: -13%; F: u; G: -5%; H: -6%; I: -23%

Cc1cc(C)c(NC(=O)/C(=C/c2ccco2)c2ccccc2)c(C)c1
  A: -7%; B: -33%; C: 45µM*; D: -10%; E: -9%; F: u; G: -36%; H: 0%; I: -15%

COc1ccc(OC)c(C(=O)CSc2nc3ccccc3n2CC(=O)NC(C)(C)C)c1
  A: 0%; B: -11%; C: 5%; D: -1%; E: -15%; F: 8%; G: 0%; H: 5%; I: -1%

CCOc1ccccc1C1CC(=O)Nc2cc(OC)c(OC)c(OC)c21 (stereo unspecified)
  A: -2%; B: -15%; C: -6%[2.33 µM]; D: 14%; E: -16%; F: 13%; G: 3%; H: -7%; I: -12%

O=c1[nH]cnc(O)c1C(c1ccc([N+](=O)[O-])cc1)c1c(O)nc[nH]c1=O
  A: 2%; B: -15%; C: -23%; D: -14%; E: -2%; F: -18%; G: 5%; H: -16%; I: -1%

Cc1cc(-c2ccccc2)c2nncn2n1
  A: -1%; B: -13%; C: u; D: 0%; E: -7%; F: 8%; G: 12%; H: u; I: -2%

CS(=O)(=O)N1CCC(C(=O)NCc2ccc(Cl)cc2)CC1
  A: -3%; B: -2%[11.4 µM]; C: u; D: 28%; E: u; F: -11%; G: -9%; H: 7%; I: 6%

CC(C)N(C(=O)[C@H]1CC(CC(=O)NC(C)(C)C)C(=O)N2CCc3c([nH]c4ccccc34)[C@]12C)C(C)C (stereo partly specified)
  A: x; B: -21%; C: x; D: x; E: -6%; F: -2%; G: x; H: -3%; I: -13%

# Source: PubChem (National Center for Advancing Translational Sciences (NCATS))
